TR SRC2 fluor cs: Total Fluorescence Counterscreen for Inhibitors of the Interaction of Thyroid Hormone Receptor and Steroid Receptor Coregulator 2; TRb/SRC2 Texas Red total fluorescence interference; Potency, µM (series often up to 106 µM), inactives show top-dose fluorescence change, negative = quenching; 280,000 tested, 0.29% active; active means well fitted curve in either direction with a large enough effect; inconclusive means small, poorly fitted or top-dose-only effect
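Human TRβ ligand-binding domain (0.6 uM) and Texas Red SRC2 peptide (20 nM) in Tris buffer with 1 uM T3 and 5% DMSO were incubated with pinned compound for 5 hr at ambient temperature. Total fluorescence was computed as S + 2P (555/632 nm).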
RECQ1 helicase: qHTS Assay for Inhibitors of RecQ-Like Dna Helicase 1 (RECQ1); Potency, µM (doses to about 57.3 µM), inactives show at the top dose activity, negative = inhibition, actives largely listed as inhibitors; ATP-dependent DNA helicase Q1 (Homo sapiens), P46063; RECQ1 DNA unwinding, red fluorescence kinetic read; 240,000 tested, 0.54% active;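 further: plate controls were vehicle for no effect and no enzyme for full effect; nearly all actives have a fitted effect of over 30% in size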
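RECQ1T1 50 nM; forked duplex (20 bp + 30-nt ss tails) 200 nM, ATP 2 mM final; pH 8.0, 2 mM MgCl2, 2.5 ug/ml poly(dI-dC); 15 min compound preincubation; discontinuous kinetic read over 2 h at RT.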
RGS12 GoLoco inh: qHTS Assay for Inhibitors of RGS12 GoLoco Motif Activity (Red Fluorophore) | 230,000 tested, 0.44% active | Guanine nucleotide-binding protein G(i) subunit alpha-1 (Homo sapiens), P63096 | Gai1:RGS12 GoLoco peptide FP, rhodamine, 10 min | Potency, µM (titrated, usually from 61.6 µM), for inactives: at the top dose activity, negative = inhibition, actives largely listed as inhibitors; active means well fitted inhibition curve with a large enough effect, not every such curve was filed as active; inactive means no such curve, though single readings can be large or run the other way; further: nearly all actives have a fitted effect of over 30% in size; many of its hits are not listed in these tables
Tau fibril FP: qHTS for Inhibitors of Tau Fibril Formation, Fluorescence Polarization | Microtubule-associated protein tau (Homo sapiens), P10636 | K18 P301L tau heparin fibrillization, Alexa594 FP, 6 h | Potency, µM (titrated, usually from 57.7 µM), inactives show at the highest dose activity, negative = inhibition, actives largely listed as inhibitors | 280,000 tested, 0.39% active | AID 1468, 2008; further: nearly all actives have a fitted effect of over 55% in size
Target sequence (P10636 561-689 P618L limits assumed): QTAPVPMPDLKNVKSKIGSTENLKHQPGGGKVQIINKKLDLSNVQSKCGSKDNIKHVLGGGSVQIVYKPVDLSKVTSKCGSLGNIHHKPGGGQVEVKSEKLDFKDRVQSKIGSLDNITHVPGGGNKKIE
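K18 P301L tau (15 uM unlabeled/0.24 uM Alexa 594-labeled, final) + compound + heparin 20 uM final; 100 mM NaOAc pH 7; 6 hr 37 C; ThT 30 uM final added, 1 hr RT; FP ex 555/em 632 nm.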
Tau ThT inhib: qHTS for Inhibitors of Tau Fibril Formation, Thioflavin T Binding | 270,000 tested, 2.1% active | recombinant tau K18 P301L (four-repeat tau fragment), heparin-induced fibrillization, ThT fluorescence | AID 1460, 2008 | Potency, µM (series often up to 57.4 µM), for the others: at the highest dose activity, negative = inhibition, usual class: inhibitors; further: nearly all actives have a fitted effect of over 55% in size
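Recombinant human tau K18 fragment […] carrying P301L, 15 uM unlabeled plus 0.24 uM Alexa 594-labeled, was fibrillized with 20 uM heparin in 100 mM sodium acetate pH 7 for 6 hr at 37 C; 30 uM ThT fluorescence read after 1 hr.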
KDM4E inh: qHTS Assay for Inhibitors of Human Jumonji Domain Containing 2E (JMJD2E); JMJD2E catalytic domain, FDH-coupled NADH fluorescence (FDH is formaldehyde dehydrogenase); 230,000 tested, 1.6% active; AID 2147, 2009; Potency, µM (highest dose often 57.1 µM), for the others: top-dose activity change, negative = inhibition, actives largely listed as inhibitors; Lysine-specific demethylase 4E (Homo sapiens), B2RXH2; active means well fitted inhibition curve with a large enough effect, not every such curve was filed as active; inconclusive means small, poorly fitted or top-dose-only effect, or another doubt; inactive means no such curve, though single readings can be large or run the other way;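 further: 0% = wells with enzyme and -100% = buffer wells without enzyme; nearly all actives have a fitted effect of over 50% in size; many of its hits are not listed in these tables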
Target sequence (B2RXH2 1-337 limits assumed): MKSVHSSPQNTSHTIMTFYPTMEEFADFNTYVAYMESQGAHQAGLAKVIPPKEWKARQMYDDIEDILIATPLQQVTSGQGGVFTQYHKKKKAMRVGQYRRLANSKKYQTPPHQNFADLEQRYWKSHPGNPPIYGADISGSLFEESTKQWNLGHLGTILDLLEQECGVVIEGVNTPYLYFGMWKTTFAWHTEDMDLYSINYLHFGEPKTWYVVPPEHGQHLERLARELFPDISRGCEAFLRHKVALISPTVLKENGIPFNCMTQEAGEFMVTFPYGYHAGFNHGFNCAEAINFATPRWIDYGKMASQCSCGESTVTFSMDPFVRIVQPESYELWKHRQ
TRb SRC2 PPI: qHTS for Inhibitors of the Interaction of Thyroid Hormone Receptor and Steroid Receptor Coregulator 2; Thyroid hormone receptor beta (Homo sapiens), P10828; TRbeta-SRC2 peptide binding, fluorescence polarization; receptor liganded with 1 µM T3; Potency, µM (highest dose often 106 µM), for inactives: top-dose activity change, negative = inhibition, usual class: inhibitors; 280,000 tested, 0.065% active;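 further: plate controls were bound peptide for no effect and peptide without receptor for full effect; nearly all actives have a fitted effect of over 50% in size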
Target sequence (P10828 whole entry, looked up): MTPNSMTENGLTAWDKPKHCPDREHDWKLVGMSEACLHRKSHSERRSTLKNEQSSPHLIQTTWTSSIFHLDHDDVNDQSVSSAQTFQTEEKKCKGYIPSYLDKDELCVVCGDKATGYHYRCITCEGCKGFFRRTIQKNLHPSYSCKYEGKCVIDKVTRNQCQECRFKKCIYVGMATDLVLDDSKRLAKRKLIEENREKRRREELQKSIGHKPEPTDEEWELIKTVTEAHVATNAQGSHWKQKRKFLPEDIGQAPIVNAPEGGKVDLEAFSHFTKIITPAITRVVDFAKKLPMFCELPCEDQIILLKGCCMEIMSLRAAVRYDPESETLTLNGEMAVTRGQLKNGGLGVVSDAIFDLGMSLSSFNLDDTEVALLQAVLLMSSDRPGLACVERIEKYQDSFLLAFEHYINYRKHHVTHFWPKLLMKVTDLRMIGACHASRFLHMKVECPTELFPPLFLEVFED
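Polarization signal, normalized between peptide-alone and full complex controls, measured compound effects on T3-liganded human TRb LBD (0.6 uM) binding 20 nM Texas Red SRC2 peptide after 5 hr.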
L3MBTL1 inh: qHTS Assay for the Inhibitors of L3MBTL1; 230,000 tested, 0.66% active; AID 485360, 2010; AlphaScreen L3MBTL1–H3K9me1 peptide binding; Potency, µM (series often up to 57.1 µM), without a hit: at the top dose activity, negative = inhibition, usual class: inhibitors; further: nearly all actives have a fitted effect of over 60% in size
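First, the protein-peptide complex forms for 30 min at room temperature (L3MBTL1 50 nM, biotinylated H3K9me1 peptide 75 nM). Next, compounds are pin-transferred and incubated 30 min. Finally, AlphaScreen beads are added and read after 30 min.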
Active calls of the source: *; i = inactive; ? = inconclusive; / = not tested or not shown; [ ] = dose if it differs, or a comment. Unless noted, the call rests on the fitted dose curve; in most records, active means well fitted curve in the direction sought with a large enough effect; inconclusive means small, poorly fitted or top-dose-only effect, or another doubt; inactive means no such curve, though single readings can be large; an effect the other way counts as inactive or inconclusive. Unless noted, on the % scale 0 is the no-effect control and ±100 the full control effect; potency means the concentration at half of the fitted maximal effect. Only part of the results is shown; count on the stated rates, not on these rows.

SMILES	TR SRC2 fluor cs	RECQ1 helicase	RGS12 GoLoco inh	Tau fibril FP	Tau ThT inhib	KDM4E inh	TRb SRC2 PPI	L3MBTL1 inh
COc1ccc(S(=O)(=O)NCCC(=O)NCc2ccc(F)cc2)cc1	-4%	-8%	4%	0%	8%	-11%	-4%	-11%
Nc1nc(CSC(=S)N2CCOCC2)nc(Nc2ccccc2)n1	2%	-5%	1%	-17%	-17%	-3%	-1%	-5%
COc1ccc2c(c1)NC(c1ccc(OCC(C)C)cc1)=NC(c1ccncc1)=N2	0%	/	/	10%	?	/	-5%	/
CCc1ccccc1NC(=O)CSc1nc2ccccc2n1CC(=O)N1CCCC1	5%	-1%	1%	1%	3%	1%	9%	?
CC(=O)N/C(=C/c1ccccc1)C(=O)NC(Cc1ccccc1)C(=O)O (stereo not given)	-1%	-5%	7%	2%	1%	-1%	2%	7%
Cc1cc(C)c2sc(NC(=O)c3ccc(S(=O)(=O)N4CCOCC4)cc3)nc2c1	0%	/	/	?	1%	/	1%	/
COc1ccc(C2=NN(S(C)(=O)=O)C(c3ccc4nccnc4c3)C2)cc1 (stereo not given)	1%	0%	27%	-5%	-5%	2%	6%	8%
N#Cc1nc(COc2cccc(Cl)c2)oc1NCCc1ccccc1	-4%	/	/	-7%	?	/	1%	/
CCOc1ccc(NC(=O)CCCN2C(=O)C(c3ccccc3)Oc3cccnc32)cc1 (stereo not given)	-1%	/	/	4%	-4%	/	-7%	/
O=C(Nc1cccc([N+](=O)[O-])c1)c1cnccn1	-6%	0%	4%	7%	?	-1%	-1%	-9%
CC(C)n1c(SCC(=O)Nc2ccccc2)nc2c1c(=O)n(C)c(=O)n2C	-6%	2%	-4%	-5%	-14%	1%	-3%	-3%
COc1ccc(-c2c(-c3ccc(OCC(=O)NN)cc3O)n[nH]c2C)cc1	-3%	i	7%	14%	-10%	?	-5%	-11%
O=C1CSCN1c1cc(Cl)ccc1Cl	3%	17%	27%	5%	?	3%	5%	-14%
CC(C)(C)NC(=O)Cn1cc(S(=O)(=O)Cc2ccccc2Cl)c2ccccc21	6%	/	/	4%	9%	/	5%	/
CCC(=O)Nc1cccc(C(=O)OCC(=O)c2ccccc2Cl)c1	3%	i	8%	-1%	-1%	-2%	0%	-3%
CNC(=S)N1N=C(c2ccc(C)cc2)CC1c1ccc(N(C)C)cc1 (stereo not given)	-2%	-15%	3%	-2%	4%	-6%	3%	?
Nc1nnnn1CC(=O)N/N=C/c1ccccn1	-2%	i	3%	-12%	-13%	-16%	-1%	13%
CCOC(=O)N1CCC(NC(=O)C2=CCN(S(=O)(=O)c3ccc(OC)cc3)CC2)CC1	-2%	-24%	1%	4%	0%	-5%	0%	-17%
COc1ccc(CC(=O)Nc2cccc(C(=O)Nc3cccc(C)c3)c2)cc1	-3%	3%	9%	-16%	-8%	-17%	8%	-2%
O=C(NCCc1ccccc1)c1ccc(-n2cnnn2)cc1	6%	-1%	-8%	-6%	-7%	8%	-10%	/

Filtered by structure, those above with a Cl atom
SMILES	TR SRC2 fluor cs	RECQ1 helicase	RGS12 GoLoco inh	Tau fibril FP	Tau ThT inhib	KDM4E inh	TRb SRC2 PPI	L3MBTL1 inh
N#Cc1nc(COc2cccc(Cl)c2)oc1NCCc1ccccc1	-4%	/	/	-7%	?	/	1%	/
O=C1CSCN1c1cc(Cl)ccc1Cl	3%	17%	27%	5%	?	3%	5%	-14%
CC(C)(C)NC(=O)Cn1cc(S(=O)(=O)Cc2ccccc2Cl)c2ccccc21	6%	/	/	4%	9%	/	5%	/
CCC(=O)Nc1cccc(C(=O)OCC(=O)c2ccccc2Cl)c1	3%	i	8%	-1%	-1%	-2%	0%	-3%

New compounds follow.
SMILES	TR SRC2 fluor cs	RECQ1 helicase	RGS12 GoLoco inh	Tau fibril FP	Tau ThT inhib	KDM4E inh	TRb SRC2 PPI	L3MBTL1 inh
COc1cc2c(cc1OC)C(C(=O)N(C)Cc1ccccc1)C(c1cccnc1)N(C)C2=O (stereo not given)	-2%	-4%	-2%	-4%	-5%	-6%	1%	/
CCC1C(=O)NCCN1Cc1nc(-c2ccc(C)s2)oc1C (stereo not given)	-1%[53 µM]	-5%	24%	2%	-12%	?	-3%[53 µM]	-6%
COc1ccccc1-n1nc(-c2ccccc2)c2cnc3c(F)cc(F)cc3c21	0%	/	/	-11%	-5%	/	-3%	/
Cc1nnc(SCC(=O)NC23CC4CC(CC(C4)C2)C3)n(N)c1=O	-2%	2%	9%	-5%	2%	4%	-5%	-6%
O=C(c1ccc(N2C(=O)C3CCCCC3C2=O)cc1)N1CCCCC1 (stereo not given)	-1%[53 µM]	0%	-6%	-3%	10%	6%	-5%[53 µM]	-1%
COc1ccc(OCC(=O)NNC(=O)c2ccccn2)cc1	1%	i	-1%	-2%	-13%	-18%	4%	0%
COc1cc(OC)cc(C(=O)NCC(=O)OCc2csc(-c3ccccc3)n2)c1	-2%[53 µM]	-10%	-22%	0%	-16%	-11%	-1%[53 µM]	4%
Cc1nnc(-c2cnn(C)c2N)n1Cc1cccc(Cl)c1	0%	-7%	1%	6%	-8%	0%	0%	/
CSc1nnc(-c2cnccn2)n1CCCN1CCCC1=O	-3%	i	-3%	4%	2%	-2%	-1%	-4%
COc1cc(S(=O)(=O)Nc2cccc(C)c2)ccc1NC(=O)c1cccnc1	-1%	4%	4%	6%	4%	-3%	-9%	-12%
Cc1c(Cl)cccc1NC(=S)N(CCCN1CCOCC1)Cc1cccs1	0%	i	4%	-10%	-6%	1%	3%	-1%
CCCCOc1ccc(N(CC(=O)NC2CCCC2)C(=O)CCC(=O)Nc2ccccn2)cc1	-1%	-1%	2%	0%	-8%	2%	-15%	-3%
CN(C)C(=O)OCC1COc2ccccc2O1 (stereo not given)	-4%	i	4%	-8%	-4%	4%	-1%	-6%
O/N=C/c1ccccc1Oc1ccc(Cl)cc1	-8%	-8%	6%	-8%	-12%	-2%	1%	13%
COCCSc1nc(N)c2c3c(sc2n1)CN(C)CC3	1%	12%	0%	-1%	?	?	-1%	-1%
O=C(Cn1nnc(-c2ccccc2Cl)n1)Nc1ccc(Br)cc1	-11%	/	/	?	6%	/	-5%	/
CCOC(=O)c1cnc2c(Cl)c(Cl)ccc2c1NCCN1CCOCC1	-8%	/	/	12%	1%	/	8%	/
CC(=O)c1ccc(N2CCN(c3ccc(C(F)(F)F)cn3)CC2)cc1	5%	-2%	16%	-3%	?	-25%	5%	-9%
c1ccc(OCCOc2cccc3cccnc23)cc1	0%	4%	8%	3%	?	-4%	7%	-3%
O=C1Oc2ccccc2C2(O)C3CCCCCC3C12 (stereo not given)	-4%	1%	3%	-6%	-3%	2%	4%	-3%
c1ccc(N2CCN(c3nc4ccccc4n4cnnc34)CC2)cc1	-2%	-7%	-2%	6%	?	?	4%	/
O=c1oc2cc(O)ccc2cc1-c1nc2c(s1)CCc1ccccc1-2	0%	-11%	11%	-19%	-9%	?	12%	29%
Cc1cc([N+](=O)[O-])nn1CC(=O)NCc1ccco1	-3%	-10%	10%	5%	0%	-5%	1%	11%
COc1ccc(C(=O)Nc2ccc(-n3nncc3-c3ccccc3)cc2)cc1OC	-2%	/	/	-8%	0%	/	-4%	/
CCOc1ccccc1N1CCN(C(=O)c2cc[n+]([O-])cc2)CC1	-1%	2%	-8%	-1%	-9%	1%	-18%	7%
Cc1ccc(CNC(=O)c2sccc2-n2cccc2)cc1	0%	-7%	10%	-1%	-12%	1%	2%	/
CN(C)/C=C1\C(=O)NN=C1C(F)(F)F	1%	-5%	-12%	-4%	-8%	-24%	9%	?
O=C(O)C1CSC(c2ccc(O)c([N+](=O)[O-])c2)N1 (stereo not given)	0%	5%	6%	-4%	-2%	6%	-1%	14%
COc1ccc(C(=O)Nc2cc(C)nc3ccccc23)cc1OC	-2%	-14%	0%	8%	-13%	2%	2%	/
CC1CN(C(=O)c2ccc3c(c2)OCO3)CC(C)O1 (stereo not given)	2%	1%	0%	6%	-4%	-1%	3%	/
CN(C)CC(O)COc1ccc(C(C)(C)c2ccc(OCC(O)CN(C)C)cc2)cc1 (stereo not given)	-1%	-5%	13%	0%	-8%	-7%	-9%	1%
Cn1c(=O)[nH]c2ccc([N+](=O)[O-])nc21	2%	1%	-20%	-13%	4%	?	6%	7%
O=C(O)C1CCN(C(=O)COc2ccc3c4c(c(=O)oc3c2)CCC4)CC1	-1%	42%[activator]	7%	-7%	?	?	5%	-7%
CCOC(=O)CSc1nc2ccccc2c(=O)n1Cc1ccco1	-2%	-6%	7%	-4%	-13%	0%	-12%	-3%
O=c1c(-c2n[nH]c(=S)o2)cccn1Cc1ccccc1	1%	-1%	0%	2%	-8%	?	-1%	/
COc1cc(OC)c(-c2cc(C(=O)NCc3ccc(F)cc3)c3c(-c4ccccc4)[nH]nc3n2)cc1OC	3.5µM*[quencher]	/	/	4%	?	/	-27%	/
CCCNC(=O)NC(=O)COC(=O)c1oc2ccc(OCC)cc2c1C	1%	0%	6%	0%	-18%	?	-2%	/
O=S(=O)(/C=C/c1ccccc1)N1CCN(c2cccc(Cl)c2)CC1	0%	-22%	2%	?	-14%	-8%	7%	/
CCCC1S/C(=N/N=C/c2cccs2)NC1=O (stereo not given)	-2%	-14%	1%	2%	-17%	0%	1%	10%
COc1ccc(C2CC(c3ccccc3)=NN2S(=O)(=O)c2ccccc2)c(OC)c1 (stereo not given)	0%	i	6%	-12%	0%	-4%	-1%	-2%
